Bioassay records from PubChem BioAssay.
E-sel inducer: induces E-selectin expression in human endothelial cells; P16581; HUVEC E-selectin immunofluorescence imaging; normalized: neutral wells 0, TNF-alpha wells 100; activation, % at 7.58 µM; hit rate 0.37% among 260,000; AID 686992;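 active = mean E-selectin-positive cell signal at least 10% of the positive control, reached in at least 60% of replicates, without over 20% cell loss; inconclusive = no rule given, readout overlaps actives, possibly toxicity-flagged; inactive = the rest, including those meeting only one limit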;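 also: in these data hits start at about 27%; measured in HUVEC primary endothelial cells; signal is the percent of cells scored E-selectin positive by PE staining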
Target sequence (P16581 whole entry, looked up): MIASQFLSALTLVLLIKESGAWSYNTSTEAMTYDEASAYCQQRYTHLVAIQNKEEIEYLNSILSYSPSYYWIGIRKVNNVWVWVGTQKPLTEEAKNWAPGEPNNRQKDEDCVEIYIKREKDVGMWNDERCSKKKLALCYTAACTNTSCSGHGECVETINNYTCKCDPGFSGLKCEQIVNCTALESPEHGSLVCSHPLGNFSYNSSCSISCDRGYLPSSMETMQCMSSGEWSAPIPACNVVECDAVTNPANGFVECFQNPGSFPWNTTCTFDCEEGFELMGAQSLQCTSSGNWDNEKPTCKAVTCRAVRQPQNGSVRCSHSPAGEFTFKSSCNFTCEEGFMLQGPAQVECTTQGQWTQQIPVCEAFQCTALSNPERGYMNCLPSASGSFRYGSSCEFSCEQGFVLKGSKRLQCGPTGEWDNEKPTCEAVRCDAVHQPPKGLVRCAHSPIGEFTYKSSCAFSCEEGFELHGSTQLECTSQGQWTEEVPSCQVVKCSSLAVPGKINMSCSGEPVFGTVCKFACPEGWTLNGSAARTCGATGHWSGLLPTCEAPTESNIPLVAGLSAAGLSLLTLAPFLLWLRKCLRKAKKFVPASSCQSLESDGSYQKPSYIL
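Read-out basis: % PE-positive cells; Test system: HUVEC primary endothelial cells; Technique: immunofluorescence imaging; Dosing: single-point compound dose.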
Xi reactivation: activators of X-chromosome reactivation in mouse fibroblasts; XiGFP mouse fibroblasts, % GFP-positive cells imaging, 3 d; cells co-treated with 5-aza-dC sensitizer; scaled so ellipticine positive control = 100%; activation, % at 7.58 µM; hit rate 0.055% among 360,000;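 active = mean normalized replicate activation at least 10% and every replicate at or above 10%; inconclusive = only one of the two criteria met; inactive = mean below 10% and not all replicates reach 10%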;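 also: 0% = median of on-plate neutral control wells and 100% = ellipticine 6 µM median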
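Assay system: SV40-immortalized XiGFP fibroblast cells, line 68-5-11; buffer or medium: DMEM plus 5-aza-dC sensitizer; compound: one concentration, pinned; timing: compounds 3 days, fix/stain 15 min at room temperature; benchmarks: positive control ellipticine, 6 µM final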
RAD52 inh: RAD52 (human) annealing inhibition. P43351. recombinant RAD52 DNA annealing, FRET fluorescence. inhibition, % at 18.7 µM. hit rate 0.46% among 360,000. AID 651710;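 active = every replicate showing at least 50% inhibition; inconclusive = mean inhibition at least 50% but not in every replicate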
Target sequence (P43351 whole entry, looked up): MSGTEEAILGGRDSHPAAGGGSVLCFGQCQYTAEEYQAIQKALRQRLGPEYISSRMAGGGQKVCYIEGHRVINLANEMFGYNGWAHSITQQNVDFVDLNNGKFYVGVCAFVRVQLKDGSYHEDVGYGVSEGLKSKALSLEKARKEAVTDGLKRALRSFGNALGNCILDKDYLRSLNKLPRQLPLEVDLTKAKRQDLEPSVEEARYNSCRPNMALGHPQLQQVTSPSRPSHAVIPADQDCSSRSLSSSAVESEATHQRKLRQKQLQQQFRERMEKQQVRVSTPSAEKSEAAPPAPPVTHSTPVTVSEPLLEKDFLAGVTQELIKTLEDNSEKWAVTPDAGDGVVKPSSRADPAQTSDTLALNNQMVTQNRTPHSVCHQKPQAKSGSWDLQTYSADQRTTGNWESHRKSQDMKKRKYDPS
CASP6 VEID inh: caspase-6 (human) enzyme inhibition. P55212. purified caspase-6, Z-VEID-R110 cleavage fluorescence. inhibition, % at 12.5 µM. hit rate 0.53% among 350,000. AID 686996;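 active = mean inhibition across replicates at least about 35%, with every replicate also reaching that limit, limit read from the data; inconclusive = only one of the two criteria met; inactive = neither criterion met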;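 also: 0% = median of neutral control wells and 100% = no fluorescence left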
RAD54 branch: inhibitors of human RAD54 branch migration; Q92698; RAD54 Holliday junction branch migration, FAM/BHQ fluorescence; inhibition, % at 10.4 µM; hit rate 0.14% among 360,000; AID 602329;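 active = mean normalized replicate activity at least 40 and at least half of replicates scoring 40 or more; inconclusive = only one of the two criteria met; inactive = mean below 40 and under half of replicates reaching 40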;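 also: 0% = median of neutral control wells and 100% = median of positive control wells; inhibitors cause a drop in the FAM fluorescence signal; in these data hits start at about 50%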
DENV2 CPE: DENV2-induced cell death inhibition; DENV2-infected cells, cytopathic effect rescue, plate reader; CPE inhibition, % at 9.99 µM; hit rate 1.7% among 350,000; AID 651640; in the data active = CPE inhibition above about 20%, passing the limit was not always enough; inconclusive = no clear call, values can overlap the other calls; tested in BHK-21 cells;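 also: 0% = median of neutral control wells and 100% = median of positive control wells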
INS-1E GSIS act: GLuc luminescence reporter in INS-1E cells, primary screen for activators of glucose-dependent secretion of insulin. INS-1E GLuc reporter insulin secretion, 2-3 h. activation, % at 16.6 µM. hit rate 0.61% among 370,000;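 active = lowest replicate activation of at least 40%, so every replicate reaches that level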;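 also: 0% = median of neutral control wells and 100% = median of IBMX positive control wells; some compounds called inactive have numbers as strong as hits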
CFTR F508del cor: correctors of CFTR F508del function in bronchial epithelial cells | CFBE cells, YFP halide quenching; stimulated with forskolin plus potentiator P3; % fluorescence drop versus neutral controls | activity (quench increase), % at 7.58 µM | hit rate 0.36% among 350,000 | AID 720511;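 active = mean added fluorescence quench of at least 8% versus neutral control, with both replicates also reaching 8%; inconclusive = only one of the mean or replicate conditions met; inactive = mean below 8% and not both replicates reaching 8%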;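 also: cells transiently co-express mutant CFTR-F508del with the halide-sensitive YFP; corrector assay measuring rescue of mutant channel to the surface after 24 h compound exposure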
* hit, by the source's call; ? = inconclusive; · = no result given; & = joins results of further samples.

SMILES | E-sel inducer | Xi reactivation | RAD52 inh | CASP6 VEID inh | RAD54 branch | DENV2 CPE | INS-1E GSIS act | CFTR F508del cor
CCCC#Cc1ccc2c(c1)O[C@@H](CN(C)C(=O)NC(C)C)[C@H](C)CN([C@H](C)CO)S2(=O)=O | -0.3 | -0.1 | 3 | -1 | 1 | -4 | -19 | 0.7
Cc1ccccc1-c1cnc2c(c1)C(=O)N([C@@H](C)CO)C[C@@H](C)[C@H](CN(C)Cc1cccnc1)O2 | -0.1 | -0.6 | -1 | 1 | 4 | -6 | 12 | -0.5
O=C(NCC(=O)N1CCOCC1)c1ccc(Br)o1 | 3.6 | 0.0 | -3 | -2 | 1 | 15 | 7 | -0.9
O=C(C[C@H]1CC[C@@H]2[C@H](COC[C@H](O)CN2S(=O)(=O)c2ccc(F)cc2)O1)NCc1ccc(Cl)c(Cl)c1 | 0.0 | 0.1 | 17 | -1 | -3 | -4 | -15 | -0.8
O=C(NCCCN1CCOCC1)c1ccc(Cl)c([N+](=O)[O-])c1 | 0.0 | 0.1 | -13 | -5 | -5 | -1 | 12 | -3.2
CCN1CCN(S(=O)(=O)c2ccc(Cl)c(C(=O)N(C)Cc3ccco3)c2)CC1 | 0.6 | 0.1 | -7 | 2 | -8 | 4 | 10 | 1.6
C[C@H](CO)N1C[C@H](C)[C@@H](CN(C)C(=O)Nc2cccc(F)c2)OCc2cnnn2CCCC1=O | -0.1 | -0.1 | 13 | -2 | 2 | -8 | 2 | 0.7
CO[C@@H]1CN(C)C(=O)c2cc(NS(C)(=O)=O)ccc2OC[C@H](C)N(Cc2cccnc2)C[C@H]1C | 0.4 | 0.2 | · | · | · | · | 1 | -0.4
CN(C)C(=O)[C@@H]1[C@@H](CO)[C@@H]2Cn3c(ccc(C4=CCCCC4)c3=O)[C@H]1N2C | 1.1 | 0.0 | 72* | 1 | 10 | -2 | 31 | -1.4
Nc1ccc(N2CCN(CCCCN3C(=O)C4CCCN4C3=O)CC2)cc1 (stereo not drawn) | · | 0.0 | 101* | 32 | · | 9 | -19 | -3.2
COc1ccc(OC)c(NC(=O)COC(=O)[C@H](Cc2ccccc2)NC(=O)c2ccco2)c1 | · | 0.1 | -7 | 2 | -6 | 8 | -19 | -1.1
CN(C(=O)CC1C(=O)NCCN1Cc1ccccc1F)C1CCOCC1 (stereo not drawn) | · | 0.0 | -8 | -3 | -6 | -3 | -1 | 1.6
O=C(/C=C/c1ccc(F)cc1)Nc1ccc(S(=O)(=O)N2CCOCC2)cc1 | -0.3 | 0.0 | -18 | 2 | 2 | -14 | -22 | 2.9
CCN(CC)C(=O)C1CCN(Cc2ccc(OCc3ccccc3)cc2)CC1 | -0.1 | 0.0 | -9 | -1 | 1 | 28* | 13 | -0.7
C[C@H]1CN([C@@H](C)CO)C(=O)c2cccc(NC(=O)C3CC3)c2O[C@@H]1CN(C)C(=O)Nc1ccc(F)cc1 | 0.1 | 0.2 | 5 | 1 | -3 | 6 | 15 | 1.9

Taken from the entries so far, two compounds:
SMILES | E-sel inducer | Xi reactivation | RAD52 inh | CASP6 VEID inh | RAD54 branch | DENV2 CPE | INS-1E GSIS act | CFTR F508del cor
CCCC#Cc1ccc2c(c1)O[C@@H](CN(C)C(=O)NC(C)C)[C@H](C)CN([C@H](C)CO)S2(=O)=O | -0.3 | -0.1 | 3 | -1 | 1 | -4 | -19 | 0.7
Cc1ccccc1-c1cnc2c(c1)C(=O)N([C@@H](C)CO)C[C@@H](C)[C@H](CN(C)Cc1cccnc1)O2 | -0.1 | -0.6 | -1 | 1 | 4 | -6 | 12 | -0.5

(list continues)
SMILES | E-sel inducer | Xi reactivation | RAD52 inh | CASP6 VEID inh | RAD54 branch | DENV2 CPE | INS-1E GSIS act | CFTR F508del cor
Cc1ccc(-c2nc(C=Nc3ccccc3)c(O)o2)cc1 | 7.3 | 0.0 | -188 | 4 | · | -3 | -1 | -0.6
CCOC(=O)Cc1csc(NC(=O)/C=C/c2ccco2)n1 | · | -0.2 | -36 | 1 | · | 3 | -33 | -2.9
Cc1c(C(=O)OCC(=O)N2CC(C)CC(C)C2)oc2ccccc12 (stereo not drawn) | -0.1 | 0.6 | 6 | 3 | -4 | -4 | -2 | -2.8
C/C(=N\NC(=O)Cc1cccn1C)c1ccco1 | 0.7 | 9.2 | -10 | 4 | -3 | 7 | -7 | 1.4
NC(=O)c1nsc(C(=O)N(c2cccc(O)c2)C(C(=O)NC2CCCC2)c2ccc(Cl)cc2)c1N (stereo not drawn) | · | -0.1 | -6 | -6 | 2 | 8 | 17 | -1.7
Cc1cc(C(=O)Nc2cccc3c2O[C@@H](CN(C)Cc2ccc(-c4ccccc4)cc2)[C@@H](C)CN([C@@H](C)CO)C3=O)n(C)n1 | 0.0 | 0.0 | 12 | 1 | 2 | 9 | -34 | 1.5
CCCCNC(=O)CCCCCn1c(=O)[nH]c2cc(C(=O)OC)ccc2c1=O | 2.9 | 0.2 | -9 | 0 | · | · | 1 | 2.9
Cc1ccc(-c2cnc3c(c2)C(=O)N([C@H](C)CO)C[C@H](C)[C@@H](CN(C)S(C)(=O)=O)O3)cc1 | -0.2 | 0.1 | -2 | -2 | 5 | ? | 9 | -0.4
COc1ccc(CN2C(=O)c3cccnc3C2=O)cc1S(=O)(=O)NC1CCCCC1 | · | 0.1 | -4 | 0 | 2 | 5 | · | -1.4
CCOC(=O)C1=C(CS(=O)(=O)c2ccccc2)NC(=O)NC1c1ccc(OC)c(OC)c1 (stereo not drawn) | 1.5 | -0.2 | -23 | 0 | 0 | 0 | 5 | -0.3
O=C(c1ccc([N+](=O)[O-])cc1[N+](=O)[O-])N1CCN(C(=O)C2CCCO2)CC1 (stereo not drawn) | -0.1 | -0.1 | -4 | 2 | -7 | 0 | 25 | 1.0
CN(C(=O)CC(NC(=O)c1ccccc1Cl)c1ccccc1)c1ccccc1 (stereo not drawn) | · | 0.9 | -12 | -2 | -1 | ? | -9 | 3.9
CNC(=S)N1CCN(CCNC2=CC(=O)CC(C)(C)C2)CC1 | -1.3 | 0.0 | -9 | 4 | -8 | ? | 2 | 0.7
CC1(C(=O)NC2CCCC2)CCN1C(=O)Cc1ccc(-c2ccccc2)cc1 (stereo not drawn) | -0.1 | 0.1 | 3 | 2 | 12 | 14 | -27 | 1.4
COc1ccccc1-c1ccc2c(c1)[C@@H]1[C@@H](CCN1S(=O)(=O)c1cn(C)cn1)[C@@H](CO)N2 | -0.9 | 0.1 | -14 | -1 | 4 | 0 | 12 | 2.6

Single records, as listed above.
CCCCNC(=O)CCCCCn1c(=O)[nH]c2cc(C(=O)OC)ccc2c1=O is entered as E-sel inducer: 2.9; Xi reactivation: 0.2; RAD52 inh: -9; CASP6 VEID inh: 0; RAD54 branch: ·; DENV2 CPE: ·; INS-1E GSIS act: 1; CFTR F508del cor: 2.9
COc1ccccc1-c1ccc2c(c1)[C@@H]1[C@@H](CCN1S(=O)(=O)c1cn(C)cn1)[C@@H](CO)N2 is entered as E-sel inducer: -0.9; Xi reactivation: 0.1; RAD52 inh: -14; CASP6 VEID inh: -1; RAD54 branch: 4; DENV2 CPE: 0; INS-1E GSIS act: 12; CFTR F508del cor: 2.6

New compounds follow.
SMILES | E-sel inducer | Xi reactivation | RAD52 inh | CASP6 VEID inh | RAD54 branch | DENV2 CPE | INS-1E GSIS act | CFTR F508del cor
NNC(=O)c1ccc2[nH]c3c(c2c1)CCCC3 | · | 0.0 | -1 | 0 | · | · | -2 | 0.8
Cc1ccc(CS(=O)Cc2ccc(C(=O)N3CCN(c4ccccc4)CC3)o2)cc1 (stereo not drawn) | · | 0.1 | -18 | 0 | -9 | -3 | 1 | -0.8
C[C@H]1CN([C@@H](C)CO)C(=O)CCCn2nncc2CO[C@@H]1CN(C)Cc1ccc2cccnc2c1 | 6.7 | 0.3&0.0 | -9&5 | -4&-6 | 7 | -2&-5 | -5&3 | 4.7&-1.0
CC1(C)c2[nH]c3ccccc3c2C[C@@H]2C(=O)N(Cc3ccco3)C(=O)N21 | 0.1 | 0.0 | -27 | -1 | 4 | -7 | -38 | 3.1
COc1ccc(/C=C/C(=O)N2CCN(c3ccccn3)CC2)cc1 | · | 0.0 | -7 | -2 | 2 | -1 | 14 | 0.2
COC(=O)CSCC(=O)Nc1nnc(-c2cccc(C)c2)s1 | · | 0.1 | -14 | 0 | · | 11 | 8 | ·
Cc1ccc(-c2ccc([C@@H]3[C@H](CO)N4CCCCN(C(=O)c5ccncc5)C[C@@H]34)cc2)cc1 | -0.2 | 0.0 | 4 | 0 | -3 | -5 | -18 | -1.2
C/C=C/c1ccc2c(c1)O[C@@H](CN(C)C(=O)NCCC)[C@H](C)CN([C@H](C)CO)S2(=O)=O | 0.2 | 0.0 | -2 | 1 | 1 | ? | 5 | 0.3
O=C(C1CCOCC1)N1C[C@H]2[C@@H](c3ccccc31)[C@@H](CO)N2Cc1ccc(Cl)cc1 | 3.3 | 0.4 | -12 | 2 | 3 | 3 | -2 | 0.0
CC1CC(=O)N(CC(=O)NCc2ccccc2)c2ccccc2S1(=O)=O (stereo not drawn) | · | 0.0 | 7 | 1 | 2 | -4 | 17 | 3.3
Cc1ccc(S(=O)(=O)N(C)CC(=O)OCC(=O)N2CC(=O)Nc3ccccc32)cc1 | 5.4 | 0.0 | -12 | 0 | · | 0 | 10 | 1.0
C[C@@H]1CN([C@H](C)CO)C(=O)c2cccc(NS(=O)(=O)c3ccccc3)c2O[C@@H]1CN(C)S(=O)(=O)c1ccc(F)cc1 | 4.9 | 0.1 | · | · | 15 | -1 | -2 | -0.1
CC(NC1c2ccccc2-c2ccccc21)c1ccccc1 (stereo not drawn) | -0.1 | 0.0 | 3 | -1 | -1 | 1 | 5 | 0.8
C[C@H]1CN([C@@H](C)CO)C(=O)c2cc(NC(=O)CCN3CCOCC3)ccc2O[C@H]1CN(C)Cc1ccc(Oc2ccccc2)cc1 | -0.1 | -1.1 | -4 | -2 | -8 | 16 | -2 | 0.3
CCN1C(=O)NC(c2ccc(Cl)cc2)C2=C1CCCC2=O (stereo not drawn) | 0.4 | 0.0 | 2 | -1 | -2 | 3 | -3 | -2.1
COc1ccc(OCC2c3cc(OC)c(OC)cc3CCN2C(=O)C(C)C)cc1 (stereo not drawn) | -0.2 | 0.0 | -17 | 1 | · | 0 | 30 | 3.6
CNc1nc2c(N)ncnc2n1[C@H]1O[C@@H](CO)[C@H](O)[C@@H]1O | 0.0 | 0.0 | -8 | 0 | 3 | -2 | -3 | 1.5
Cc1ccc(/C=N/n2c(C3CCCCC3)n[nH]c2=S)cc1 | -0.1 | 0.4 | 1 | -2 | 0 | -4 | 4 | -2.4
COCCNC(=O)C[C@@H]1C[C@@H]2c3cc(N(C)C)ccc3O[C@@H]2[C@H](CO)O1 | 1.0 | 0.2 | -50 | -2 | 0 | -5 | 10 | -0.4
Cc1ccc(NC(=O)c2cc3ccccc3o2)nc1 | · | -0.2 | -11 | 2 | · | ? | 35 | 3.7
